High-throughput results (PubChem BioAssay)
TAG inh = inhibitors of triacylglycerol accumulation. H9c2 cells, Nile Red lipid (TAG) fluorescence; cells loaded with 200 µM oleic acid. inhibition, % at 12.5 µM. 0.66% of 230,000 active. AID 651582;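 active means pattern-corrected inhibition of lipid staining of at least 50% with the nuclear-stain viability signal not falling by more than 50%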;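 further: 0% = DMSO wells and 100% = triacsin C control wells; some results filed as inactive read as strong as hits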
TAG inh DAPI viability = second read-out of TAG inh, no call of its own (marks repeat the call); DAPI nuclei signal change (viability), lower = more cytotoxic, %;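 whole-well DAPI fluorescence read on a plate reader as a viability signal; minus 50 percent equals half of cells still viable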
Active calls of the source: *; i = inactive. A portion of the library. The share of hits here may be higher or lower than overall.

Order of values: TAG inh | TAG inh DAPI viability
CCN(CC(=O)Nc1ccc(NC(C)=O)cc1)C(=O)CN1C(=O)C2CCCCC2C1=O (stereo not given)
    1 | -5
O=c1[nH]c(CN2CCN(c3ccccc3O)CC2)nc2scc(-c3ccccc3Cl)c12
    12 | 2
CCOC(=O)C(CC)n1cnc2c(nnn2-c2ccc(F)cc2)c1=O (stereo not given)
    11 | 2
O=C(NCc1cccnc1)c1ccc(-c2cc(Cl)ccc2Cl)o1
    13 | -1
Cc1c(C(=O)O)oc2ccc(S(=O)(=O)N(CC(C)C)CC(C)C)cc12
    -4 | -1
Cc1ccc(OCCC(=O)OCC(=O)Nc2cc(C)nn2-c2ccccc2)cc1
    -1 | -9
Cc1ccc(O)c(-c2cc(-c3ccccc3C)[nH]n2)c1
    -9 | -6
COc1ccc(C[C@H](C)NC[C@@H](O)c2ccc(O)c(NC=O)c2)cc1
    -4 | -4
COc1ccc([C@H]2CC(=O)C=C(c3cccc(Cl)c3)C2)cc1OC
    -25 | 3
COC(=O)[C@H](CCSC)NC(=O)Cn1cnc2c(OCc3ccccc3)ncnc21
    -1 | -7
Cc1nc2ccc(-c3nc4cc(N)ccc4o3)cc2[nH]1
    29 | 13
CC(=O)CC(=O)NC1CCc2ccccc21 (stereo not given)
    16 | -8
Cc1cc2cc(CN(CCN3CCOCC3)C(=O)Nc3ccccc3F)c(=O)[nH]c2cc1C
    25 | -2
CCOC(=O)Nc1ccc2c(c1)N(C(=O)CN(C)C)c1ccccc1S2
    1 | -6
CN(C)S(=O)(=O)c1cccc(NC(=O)c2sccc2-c2ccccc2)c1
    -11 | -3
Cc1nc(SCc2ccc(O)c([N+](=O)[O-])c2)c([N+](=O)[O-])[nH]1
    -1 | -8
O=c1oc(CCCO)cc2ccc(/C=C/c3cccc([N+](=O)[O-])c3)cc12
    -31 | 6
O=C(COC(=O)c1ccc([N+](=O)[O-])cc1)NC12CC3CC(CC(C3)C1)C2
    0 | 1
CN(Cc1ccccc1)C(=O)COC(=O)c1cncc(Br)c1
    -13 | 6
COc1ccc(CC(=O)N2CCC(n3nccc3NC(=O)C3CC3)CC2)cc1
    -9 | 9
COc1ccc2c(c1OC)C(=O)N(c1cccc(C)c1)C2
    0 | 0
CCOc1ccccc1C(=O)N1CCC(n2nnc3cc(C(F)(F)F)ccc32)CC1
    1 | 7
COC(=O)C1=C(C(=O)OC)[C@@H]2N(C)c3ccccc3[C@@]23C[C@@H](C(=O)OC)N(C(C)=O)C3=N1
    2 | 7
Cc1nn(C(C)(C)C)c(C)c1/C=N/OC(=O)Nc1ccc(Cl)c(Cl)c1
    -17 | 2
COc1ccc(NC(=O)c2ccc(N3CCOCC3)nc2)cc1
    2 | 6
COc1cccc(-c2nn(-c3ccc(F)cc3)cc2C(=O)NCC2CCCO2)c1 (stereo not given)
    1 | 6
c1ccc(OCc2nc3ccccc3s2)cc1
    -14 | -3
COc1ccc(C(NC(=O)CNC(C)=O)C(=O)Nc2ccc3c(c2)OCCO3)cc1 (stereo not given)
    2 | 13
Cc1ccc(-c2ccc(/C=N/NC(=O)Cc3nnc(N)s3)o2)cc1Cl
    4 | 2
O=C(CCS(=O)(=O)c1cccc2nsnc12)N1CC(=O)N(CCc2ccccc2)C(=O)C1
    -14 | 5
O=C(Nc1cccc(F)c1)N1CCN(C/C=C/c2ccccc2)CC1
    13 | -4
Cc1nn2c(NCCCN3CCOCC3)c3c(nc2c1-c1ccccc1)CCC3
    42 | 11
Cc1nc2ccccc2c(C)c1C(=O)c1ccccc1
    -15 | 4
CCC(CO)NC1=CC(=O)CCC1 (stereo not given)
    3 | 0
CCCC(=O)Nc1cccc(NC(=O)CN2CCN(c3ccccc3OC)CC2)c1
    1 | -4
O=C(CSc1nc2ccccc2s1)Nc1ccc(C(=O)O)cc1
    4 | 1
O=C(O)COn1c(-c2ccccc2)nc2ccc(Cl)cc21
    9 | -14
COc1cccc(C(C(=O)NCC2CCCO2)N(CC2CCCO2)C(=O)CN2C(=O)c3ccccc3S2(=O)=O)c1 (stereo not given)
    -5 | 5
CN(C)c1ccc(C(=O)Nc2cc(C(F)(F)F)ccc2-n2cncn2)cc1
    23 | -4
O=C(NCC(c1cccnc1)N1CCOCC1)c1ccco1 (stereo not given)
    11 | -4

Some of the entries so far, with bars between the fields:
structure | TAG inh | TAG inh DAPI viability
CC(=O)CC(=O)NC1CCc2ccccc21 (stereo not given) | 16 | -8
CN(C)c1ccc(C(=O)Nc2cc(C(F)(F)F)ccc2-n2cncn2)cc1 | 23 | -4

Additional compounds
Order of values: TAG inh | TAG inh DAPI viability
O=C(Oc1ccc2ccccc2c1Br)N1CCCCCC1
    -1 | -9
CCOC(=O)N1CCN(C(=O)CCCn2c(=S)[nH]c3ccsc3c2=O)CC1
    23 | 0
O=C(NCc1ccccc1)C(c1ccc(F)cc1)N(Cc1cccs1)C(=O)c1cnccn1 (stereo not given)
    0 | -5
Cc1nc(C(F)(F)F)ccc1C(=O)N1CCC1(C)C(=O)NS(=O)(=O)c1ccccc1 (stereo not given)
    8 | 3
O=C1NC(=O)C(c2ccccc2)(c2ccccc2)N1S(=O)(=O)c1ccccc1
    -4 | 8
Cn1c(-c2c(N)n(C3CCCC3)c3nc4ccccc4nc23)nc2ccccc21
    36 | i
CCOC(=O)c1[nH]c2ccccc2c1NC(=O)NC(C)C
    2 | 0
O=C(NCC1CCCO1)c1cnn2c(C(F)F)cc(C3CC3)nc12 (stereo not given)
    1 | 6
Cn1ccnc1SCC(=O)c1ccc(Cl)cc1
    -1 | -7
Cn1c(/C=C(\C#N)C(N)=S)ccc1-c1ccc(Br)cc1
    16 | 0
Cc1cc(C(=O)N2CCCC(N3CCN(c4ccccc4C)CC3)C2)n(C)n1 (stereo not given)
    6 | -2
O=C(O)C1C2CCC(C2)C1C(=O)NCCc1ccc(F)cc1 (stereo not given)
    5 | -6
CSc1ccccc1OCc1cc(C(=O)N(Cc2nccn2C)C(C)C)no1
    7 | 8
O=C(O)c1sccc1OCc1ccccc1
    -25 | 17
Cc1ccccc1C1CC(=O)Oc2cc(O)ccc21 (stereo not given)
    -1 | -1
Cc1ccc(/C=C/C(=O)O)cc1S(=O)(=O)N1CCc2ccccc2C1
    -4 | -11
N#CCN1CCN(CC(=O)c2ccc(Br)cc2)CC1
    -4 | 0
COc1ccc(C(=O)C(C)OC(=O)c2sc(C)nc2C)cc1 (stereo not given)
    -6 | 0
CC1Cc2ccccc2N1C(=O)CSc1nnc(Cc2ccccc2)n1CCc1ccccc1 (stereo not given)
    0 | -1
Cc1cc(C)c2c(=O)[nH]n(C3CCCCCC3)c2n1
    -11 | 6
CC(O)[C@H]1CNC(=O)C(=O)N1CC1(c2ccccc2)CC1 (stereo not given in full)
    16 | -5
CC(C)(O)[C@H](O)COc1c2occc2cc2ccc(=O)oc12
    -12 | -7
COCCCNC(=S)NNC(=O)c1cc(-c2ccncc2)nc2ccccc12
    2 | 2
COc1cc(/C=C/C(=O)OCC(=O)N2CCCCCC2)cc(OC)c1OC
    0 | -3
CCc1nnc(NC(=O)CCNC(=O)c2ccccc2Cl)s1
    6 | -3
O=C(NCc1cccc(Cl)c1)c1cccc(S(=O)(=O)N2CCCC2)c1
    -20 | -6
CCN(CC)CCn1c2c(c(SCC(=O)Nc3ccc4c(c3)OCO4)nc1=O)CCC2
    11 | -2
O=C(CCNC(=O)c1ccc(Br)cc1)Nc1cccc(S(=O)(=O)N2CCCC2)c1
    -5 | 7
CCOc1ccccc1OCCCC(=O)NNC(=O)c1ccc(F)cc1
    -9 | 13
O=C(NCCN1CCOCC1)C(=O)NCC1OCCN1S(=O)(=O)c1ccccc1 (stereo not given)
    28 | -1
O=C(c1ccccc1)c1cc(-c2ccccn2)c(N2CCOCC2)s1
    11 | 0
CCNC(=O)CCSc1nnc(-c2ccncc2)o1
    1 | 7
CC1(C(=O)NCC2CC2)Cc2c(-c3ccc4c(c3)OCO4)ccnc2O1 (stereo not given)
    7 | -27
COc1ccc(OC)c(NC(=O)CSc2nc(-c3ccccc3)cc(=O)[nH]2)c1
    2 | -2
Cc1nc(-c2cccc(NC(=O)c3cccs3)c2)cs1
    -8 | 11
CCC1COCCS(=O)(=O)N1Cc1ccccc1F (stereo not given)
    -2 | -1
CCCCNS(=O)(=O)c1ccc2nc(-c3cccnc3)cc(C(=O)NCCOC)c2c1
    24 | -21
CCN(CC)C(=O)C1CCN(S(=O)(=O)c2ccc(-n3cnnn3)cc2)CC1
    -11 | -10
CC(C)N1CCCC(C)(C(=O)Nc2nc3ccccc3n2C)C1 (stereo not given)
    9 | 0
O=c1[nH]c(CSc2ncnc3sc(-c4ccccc4)cc23)nc2ccccc12
    8 | -4
O=C(CSc1ncnc2c1oc1ccccc12)NC1CCCC1
    3 | -2
O=C(COC(=O)c1cc(=O)[nH]c2ccccc12)NC1CCCCCCC1
    2 | -3
COc1ccc(CSCCc2n[nH]c(=S)n2-c2ccccc2)cc1
    -5 | 9
COc1ccc(OC)c(NC(=O)CSc2ccc3nnc(-c4cccnc4)n3n2)c1
    0 | -5
CCOc1ccc(S(=O)(=O)N2CCCCC2)cc1NC(=O)C1COc2ccccc2O1 (stereo not given)
    -6 | 3
O=C(NCc1ccccc1)C1(CC2CC(c3ccccc3)=NO2)CCNCC1 (stereo not given)
    0 | 4
COc1cc(NC(=O)C2CCCN2C(=O)OCc2ccccc2)cc(OC)c1 (stereo not given)
    -10 | 50
CC(=O)Nc1ccc(-c2csc(NC(=O)CN3C(=O)NC4(CCCC4)C3=O)n2)cc1
    -11 | 7
COc1ccc(NC(=O)COC(=O)CN2C(=O)C3CCCCC3C2=O)cc1 (stereo not given)
    -3 | 5
Cc1ccc(C)c(-n2c(-c3ccncc3)n[nH]c2=S)c1
    1 | -5

Next section.
Order of values: TAG inh | TAG inh DAPI viability
O=C(COc1ccccc1)Nc1nnc(-c2ccccc2Cl)o1
    -2 | 7
COC(=O)COc1cccc(NC(=O)c2ccc(Cl)cc2)c1
    0 | -4
O/N=C/c1cc(Br)cc(Br)c1OCc1ccccc1
    -29 | 2
O=C1C2CCCCC2C(=O)N1Cc1ccccc1 (stereo not given)
    14 | -6
COc1ccc(OC)c(Nc2cc(C(=O)NCCCN3CCOCC3)c3ccccc3n2)c1
    21 | 4
Cc1ccc(S(=O)(=O)NCc2cccnc2)cc1
    -2 | -4
COC(=O)[C@]1(Cc2ccccc2)N[C@H](CN(C)C(C)=O)[C@@H]2C(=O)N(Cc3ccccc3)C(=O)[C@@H]21
    12 | -6
COc1ccc(/C=C/c2c(-c3ccc(OC)cc3)oc(=O)c3cc(OC)c(OC)cc23)cc1
    17 | 31
O=C(OCc1nc2ccc(Cl)cc2n1CCO)c1ccc2c(c1)OCO2
    -22 | 5
COc1ccc(NC(=O)C2(C)CCN2C)cc1OC (stereo not given)
    -7 | 5
Nc1nc(SCc2ccc(Cl)c(Cl)c2)n[nH]1
    3 | 9
CCOC(=O)[C@H]1[C@H]2COc3ccccc3[C@@H]2N2C(=O)CN(Cc3ccc(C)cc3)C(=O)[C@@]12C
    -4 | -2
CC1CCN(c2nc3ccccn3c(=O)c2C=O)CC1
    5 | -20
O=C(COC(=O)c1cc(=O)c2ccccc2o1)Nc1ccccc1F
    0 | 4
O=C(C[n+]1ccccc1)N1c2ccccc2Sc2ccccc21
    -15 | 22
O=C1NCCCC1C(=O)N/N=C/c1cccc(Cl)c1 (stereo not given)
    11 | 0
CC(=O)Nc1cccc(NC(=O)c2ccccc2Cl)c1
    6 | -1
Cc1nc(SCC(=O)N2CCN(C(=O)c3ccco3)CC2)c2c(C)c(C)sc2n1
    -10 | -3
C[C@@H](c1ccccc1)N1C[C@H]2CCCN2c2cc(Br)ccc2S1(=O)=O
    -16 | -13
CC(C)[C@H](N)C(=O)NC[C@H]1O[C@@H](n2cnc3c(N)ncnc32)[C@H](O)[C@@H]1O
    -7 | 6
C/C=C/c1ccc(OCC(=O)OCC(=O)NC2CC2)c(OC)c1
    -6 | 5
CC1=C/C(=N\NC(=S)NCCc2ccccc2)CC(C)(C)C1
    8 | 5
CC(=O)N1CCc2c(sc(NC(=O)c3ccc4c(c3)OCCO4)c2C#N)C1
    -6 | 15
CCCC(=O)NC(c1ccc(OC)c(OC)c1)c1cc(Cl)c2cccnc2c1O (stereo not given)
    14 | -14
CCC(Sc1ccccc1C(=O)O)C(=O)O (stereo not given)
    -4 | -5
N/C(=N\OC(=O)c1ccco1)c1cccc([N+](=O)[O-])c1
    9 | -7
O=C1[C@@H](Oc2ccccc2)[C@@H](c2cccnc2)N1c1ccccc1
    3 | -4
CCN(C(=O)CSc1nc2ccccc2o1)c1c(N)n(Cc2ccccc2)c(=O)[nH]c1=O
    5 | 4
Cc1ccc(OCCOC(=O)CCc2nc3ccccc3c(=O)[nH]2)cc1
    -3 | -2
COc1ccc(C(=O)N2CCNC(=O)C2)cc1S(=O)(=O)Nc1ccc(Br)cc1
    13 | 1
CCC(=O)c1ccc(OCC(=O)OCC(=O)NCC2CCCO2)cc1 (stereo not given)
    -8 | 6
NC(=O)C1(N2CCCCC2)CCN(C(=S)NCCc2ccccc2)CC1
    8 | -10
O=S(=O)(NCCOCCNS(=O)(=O)c1ccccc1)c1ccccc1
    32 | -18
C=C(C)c1cccc(C(C)(C)NC(=O)N2CCN(C)CC2)c1
    17 | 0

Profiles, quoted from the list. Order of screens: TAG inh, TAG inh DAPI viability
`CCC(=O)c1ccc(OCC(=O)OCC(=O)NCC2CCCO2)cc1` (stereo not given) across the screens: -8, 6
`O=S(=O)(NCCOCCNS(=O)(=O)c1ccccc1)c1ccccc1` across the screens: 32, -18
`NC(=O)C1(N2CCCCC2)CCN(C(=S)NCCc2ccccc2)CC1` across the screens: 8, -10
`C=C(C)c1cccc(C(C)(C)NC(=O)N2CCN(C)CC2)c1` across the screens: 17, 0
